Compound activity as filed in PubChem.
PAX8 reporter: inhibitors of PAX8-driven TPO luciferase reporter, primary screen, RMG-I cells, single concentration; inhibition, % at 12.6 µM; SteadyGlo, 24 h; actives 1.2% (n = 360,000); AID 652154, 2013;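 active = mean replicate inhibition at least 60% with every replicate also reaching 60%; inconclusive = only one of the two criteria is met; inactive = mean below 60% and not all replicates reaching 60%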;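 also: luciferase light reporting Pax8 driven TPO promoter activity; plate controls were median of neutral control wells for no effect and mitoxantrone controls for full effect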
EWS-Fli block: EWS/Fli-driven NR0B1 reporter inhibitors, primary screen, A673 cells, NR0B1 luciferase, luminescence, MLPCN library. viability-normalised. inhibition, % at 12.6 µM. actives 0.67% (n = 350,000);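 active = mean inhibition of at least 50% after viability correction, with every replicate also passing that limit; inconclusive = mean reaches 50% but only one of two replicates passes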;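 also: firefly luciferase signal divided by Alamar Blue viability fluorescence both relative to DMSO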
DENV2 CPE: inhibitors of DENV2 cytopathic effect, primary screen, cell-based, plate reader, single concentration | DENV2-infected cells, cytopathic effect rescue | CPE inhibition, % at 9.99 µM | actives 1.7% (n = 350,000) | AID 651640, 2012; in the data active = CPE inhibition above about 20%, passing the limit was not always enough; inconclusive = no clear call, values can overlap the other calls; tested in BHK-21 cells;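 also: 0% = median of neutral control wells and 100% = median of positive control wells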
F508del corr: F508del CFTR correction, initial screen, CFBE line, single point | CFBE cells, YFP halide quenching; stimulated with forskolin plus potentiator P3; % fluorescence drop versus neutral controls | activity (quench increase), % at 7.58 µM | actives 0.36% (n = 350,000) | AID 720511, 2013;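 active = mean added fluorescence quench of at least 8% versus neutral control, with both replicates also reaching 8%; inconclusive = only one of the mean or replicate conditions met; inactive = mean below 8% and not both replicates reaching 8%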;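 also: cells transiently co-express mutant CFTR-F508del with the halide-sensitive YFP; corrector assay measuring rescue of mutant channel to the surface after 24 h compound exposure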
ERp5 inh: inhibitors of ERp5-driven insulin aggregation, primary screen, biochemical, turbidity, absorbance 650 nm, single point; actives 0.05% (n = 350,000); inhibition, % at 9.99 µM; 90 min; Protein disulfide-isomerase A6 (Homo sapiens), Q15084; AID 651711, 2012;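 active = mean replicate inhibition above about 25%, with every replicate also reaching it, limit read from the data, passing the limit was not always enough; inconclusive = only one of those two criteria met; inactive = neither criterion met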
Target sequence (Q15084 whole entry, looked up): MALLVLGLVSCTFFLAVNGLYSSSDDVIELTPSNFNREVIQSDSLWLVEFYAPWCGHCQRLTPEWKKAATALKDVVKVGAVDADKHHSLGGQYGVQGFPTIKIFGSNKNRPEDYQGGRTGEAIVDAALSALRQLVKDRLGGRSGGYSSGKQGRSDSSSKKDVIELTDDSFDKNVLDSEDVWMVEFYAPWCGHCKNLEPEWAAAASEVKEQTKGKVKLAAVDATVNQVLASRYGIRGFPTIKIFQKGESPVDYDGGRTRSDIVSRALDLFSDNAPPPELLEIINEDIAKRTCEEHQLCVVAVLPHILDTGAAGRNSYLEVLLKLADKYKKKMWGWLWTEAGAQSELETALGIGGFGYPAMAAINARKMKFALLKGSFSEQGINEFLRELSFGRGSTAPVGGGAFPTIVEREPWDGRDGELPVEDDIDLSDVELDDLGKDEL
GSIS activator: GLuc luminescence reporter in INS-1E cells, primary screen for activators of glucose-dependent secretion of insulin; INS-1E GLuc reporter insulin secretion, 2-3 h; activation, % at 16.6 µM; actives 0.61% (n = 370,000); AID 743287, 2014;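 active = lowest replicate activation of at least 40%, so every replicate reaches that level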;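 also: 0% = median of neutral control wells and 100% = median of IBMX positive control wells; some compounds called inactive have numbers as strong as hits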
ARNT-TACC3 inh: disruptors of ARNT/TACC3 protein interaction, primary screen, biochemical, AlphaScreen, single concentration; Transforming acidic coiled-coil-containing protein 3 (Homo sapiens), Q9Y6A5; AlphaScreen His-ARNT PAS-B/GST-TACC3 binding, luminescence; TACC3 fragment carries E629A point mutation; inhibition, % at 9.99 µM; actives 0.66% (n = 390,000); AID 623870, 2012;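 active = mean inhibition of replicates at least 50% and at least half of replicates each reaching 50%; inconclusive = half or more replicates reach 50% but mean below 50%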;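 also: 0% = complete ARNT plus TACC3 wells and 100% = ARNT alone without TACC3; many hits fall short of the cut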
XiGFP reactiv: activators of inactive X chromosome reactivation, primary screen, imaging, XiGFP fibroblasts, GFP high-content imaging, set 2 | XiGFP mouse fibroblasts, % GFP-positive cells imaging, 3 d; cells co-treated with 5-aza-dC sensitizer; scaled so ellipticine positive control = 100% | activation, % at 7.58 µM | actives 0.055% (n = 360,000);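 active = mean normalized replicate activation at least 10% and every replicate at or above 10%; inconclusive = only one of the two criteria met; inactive = mean below 10% and not all replicates reach 10%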;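 also: 0% = median of on-plate neutral control wells and 100% = ellipticine 6 µM median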
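System: XiGFP fibroblasts, SV40-immortalized. Medium: DMEM plus 5-aza-dC sensitizer. Doses: single point. Timing: 3 d treatment, 15 min room-temperature fixation. Control set: ellipticine 6 µM.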
Numbers without * were called inactive; u = inconclusive; x = not tested or not shown.

The first four entries (preview)
Short keys: A = PAX8 reporter; B = EWS-Fli block; C = DENV2 CPE; D = F508del corr; E = ERp5 inh; F = GSIS activator; G = ARNT-TACC3 inh; H = XiGFP reactiv
> CCOC(=O)C1=C(COC(=O)COc2cc(C)ccc2C)NC(=O)NC1C (stereo not drawn)
  A = -6	B = -8	C = u	D = 0.0	E = 5	F = 11	G = 0	H = 0.0

> CC(=O)Nc1ccc(S(=O)(=O)N(Cc2ccccc2)c2ccccn2)cc1
  A = -5	B = -4	C = -1	D = x	E = 4	F = x	G = -6	H = -0.2

> O=C(NCCc1ccccc1)c1ccc(-c2ccc(F)c(F)c2)c2ccoc12
  A = -60	B = -31	C = u	D = -3.4	E = 5	F = x	G = x	H = 0.1

> O=C(O)CCNC(=O)c1ccc(NC(=O)C(c2ccccc2)c2ccccc2)cc1
  A = -3	B = 0	C = -6	D = 0.9	E = 4	F = 14	G = -5	H = 0.0

This part in full, repeating the preview:
Short keys: A = PAX8 reporter; B = EWS-Fli block; C = DENV2 CPE; D = F508del corr; E = ERp5 inh; F = GSIS activator; G = ARNT-TACC3 inh; H = XiGFP reactiv
> CCOC(=O)C1=C(COC(=O)COc2cc(C)ccc2C)NC(=O)NC1C (stereo not drawn)
  A = -6	B = -8	C = u	D = 0.0	E = 5	F = 11	G = 0	H = 0.0

> CC(=O)Nc1ccc(S(=O)(=O)N(Cc2ccccc2)c2ccccn2)cc1
  A = -5	B = -4	C = -1	D = x	E = 4	F = x	G = -6	H = -0.2

> O=C(NCCc1ccccc1)c1ccc(-c2ccc(F)c(F)c2)c2ccoc12
  A = -60	B = -31	C = u	D = -3.4	E = 5	F = x	G = x	H = 0.1

> O=C(O)CCNC(=O)c1ccc(NC(=O)C(c2ccccc2)c2ccccc2)cc1
  A = -3	B = 0	C = -6	D = 0.9	E = 4	F = 14	G = -5	H = 0.0

> Cc1c(C(=O)NCc2ccc3c(c2)OCCO3)sc(=O)n1Cc1ccc2c(c1)OCO2
  A = 11	B = 5	C = u	D = 1.7	E = -7	F = -4	G = x	H = 0.0

> Cc1c(C(=O)Nc2ccccc2)sc2nc[nH]c(=O)c12
  A = -42	B = x	C = x	D = x	E = x	F = 2	G = 9	H = 0.4

> COc1ccccc1CN1[C@@H]2c3cccc(=O)n3C[C@H]1[C@H](CO)[C@H]2C(=O)N1CCc2ccccc2C1
  A = 9	B = 1	C = x	D = 0.3	E = x	F = 1	G = x	H = 0.2

> CCCCC/S(CC1CC1(Cl)Cl)=N\S(=O)(=O)c1ccc(C)cc1 (stereo not drawn)
  A = 14	B = 11	C = 5	D = 1.1	E = 0	F = 4	G = -7	H = 0.0

> COc1ccc(-c2c(C)nc3c(-c4ccc(F)cc4)cnn3c2N)cc1
  A = -247	B = -139	C = u	D = 2.0	E = 1	F = 1	G = 6	H = 0.0

> C#CCNC(=O)c1cc(-c2ccccc2)sc1N
  A = -39	B = -10	C = -1	D = -0.5	E = 4	F = 2	G = x	H = -0.2

> Cc1cccc(C(=O)OCC(=O)N(C)CC(=O)Nc2ccc(Cl)c(C(F)(F)F)c2)c1
  A = -9	B = 1	C = u	D = 2.5	E = 0	F = -18	G = x	H = -0.1

> COC(=O)c1cc(=O)n(-c2ccc(C(F)(F)F)cc2)[nH]1
  A = 40	B = 10	C = 13	D = -1.0	E = -5	F = x	G = 5	H = 0.0

> CO[C@H]1CN(C)C(=O)c2ccc(NC(C)=O)cc2OC[C@H](C)N(C(=O)c2ccccc2F)C[C@H]1C
  A = -2	B = -8	C = x	D = -1.5	E = x	F = -2	G = 6	H = 0.0

> CCOc1ccc(N2CCc3c(C)nc(SC)nc32)cc1
  A = 14	B = 42	C = 3	D = 4.7	E = 2	F = 2	G = -2	H = 0.0

> CCN(CC)S(=O)(=O)c1cccc(-c2n[nH]c(=S)n2C(C)COC)c1 (stereo not drawn)
  A = -2	B = 18	C = -1	D = -5.1	E = -4	F = 13	G = -1	H = 0.2

> COc1ccc(/C=N/N=C/c2ccc(OC)cc2)cc1
  A = -8	B = -4	C = -2	D = 1.9	E = -7	F = -3	G = -33	H = 0.0

> COCC(CN1CCN(C2=NS(=O)(=O)c3ccccc32)CC1)OC(=O)c1ccc(OC)cc1 (stereo not drawn)
  A = 18	B = 12	C = 8	D = -0.8	E = 0	F = 17	G = -4	H = 0.0

> CO[C@@H]1CN(C)C(=O)c2ccc(NC(=O)C3CC3)cc2OC[C@H](C)N(Cc2nccs2)C[C@@H]1C
  A = 8	B = -11	C = 0	D = -0.9	E = -3	F = -9	G = -9	H = -0.2

> CSc1ncccc1C(=O)OCC(=O)NCCC1=CCCCC1
  A = 0	B = -4	C = -11	D = -2.8	E = 1	F = -11	G = 2	H = 0.3

> CC1(C(=O)NCCCN2CCCC2=O)CCN1CCc1ccccc1 (stereo not drawn)
  A = -26	B = -14	C = -4	D = -0.2	E = 2	F = 2	G = x	H = -0.1

> COc1ccc(/C=C2\SC(=O)N(CC(=O)N(C)C3CCS(=O)(=O)C3)C2=O)cc1 (stereo not drawn)
  A = 9	B = -17	C = 9	D = 2.4	E = x	F = 5	G = -1	H = 0.1

> C/C(CCc1ccc2c(c1)OCO2)=N\N=C1\NC(=O)CC(C(=O)Nc2ccc(C(=O)O)cc2)S1 (stereo not drawn)
  A = -8	B = 5	C = 1	D = 2.5	E = 2	F = 8	G = 8	H = 0.0

> CCc1cccc(C)c1NC(=O)CN(C)S(=O)(=O)c1ccc(-c2ccc(=O)[nH]n2)s1
  A = 14	B = x	C = 4	D = 0.3	E = 0	F = 18	G = -4	H = 0.2

> O=C(C[C@@H]1CC[C@H]2[C@@H](COC[C@H](O)CN2C(=O)Nc2cc(Cl)cc(Cl)c2)O1)NCC1CC1
  A = x	B = x	C = 20	D = 1.2	E = 6	F = -6	G = 3	H = 0.4

> CN(CC(=O)Nc1ccc(N2CCOCC2)cc1)Cc1cc(=O)n2ccsc2n1
  A = 0	B = 7	C = -5	D = -1.2	E = 4	F = -16	G = 2	H = 0.2

> Nc1[nH]c(C(=O)c2ccccc2)c(-c2ccc(Cl)cc2)c1C(=O)c1c[nH]c2ccc(Br)cc12
  A = 14	B = -12	C = -8	D = 2.1	E = 4	F = -24	G = x	H = 0.3

> CCCn1c(CCNC(=O)c2cccs2)nc2ccccc21
  A = -1	B = -1	C = -3	D = 3.6	E = 2	F = x	G = -4	H = 0.1

> NCC[C@H]1CC[C@H](NC(=O)Cc2ccncc2)[C@@H](CO)O1
  A = -3	B = 6	C = 10	D = -2.2	E = 0	F = 1	G = -8	H = 0.5

> O=C(NN1C(=O)c2ccccc2NC1c1ccoc1)c1ccc([N+](=O)[O-])cc1 (stereo not drawn)
  A = 3	B = -5	C = 8	D = 2.0	E = -6	F = -13	G = -5	H = 0.5

> O=C(Cc1cccc2ccccc12)Nc1ccccc1C(=O)O
  A = -65	B = x	C = x	D = x	E = 0	F = -5	G = -8	H = x

One compound at a time, from the list above. Values in the order: PAX8 reporter	EWS-Fli block	DENV2 CPE	F508del corr	ERp5 inh	GSIS activator	ARNT-TACC3 inh	XiGFP reactiv
Results for CN(CC(=O)Nc1ccc(N2CCOCC2)cc1)Cc1cc(=O)n2ccsc2n1 : 0	7	-5	-1.2	4	-16	2	0.2
Results for O=C(O)CCNC(=O)c1ccc(NC(=O)C(c2ccccc2)c2ccccc2)cc1 : -3	0	-6	0.9	4	14	-5	0.0
Results for CC(=O)Nc1ccc(S(=O)(=O)N(Cc2ccccc2)c2ccccn2)cc1 : -5	-4	-1	x	4	x	-6	-0.2
Results for C#CCNC(=O)c1cc(-c2ccccc2)sc1N : -39	-10	-1	-0.5	4	2	x	-0.2

(next part)
Short keys: A = PAX8 reporter; B = EWS-Fli block; C = DENV2 CPE; D = F508del corr; E = ERp5 inh; F = GSIS activator; G = ARNT-TACC3 inh; H = XiGFP reactiv
> CCc1ccc(NC(=O)CCCN2C(=S)NC(C)(C)CC2C)cc1 (stereo not drawn)
  A = -1	B = 0	C = 7	D = -0.1	E = 0	F = x	G = 0	H = 0.0

> O=C(NC1CCCCC1)N[C@H]1C=C[C@@H](CC(=O)N2CCOCC2)O[C@@H]1CO
  A = x	B = x	C = 108*	D = -2.1	E = -2	F = 21	G = 1	H = -0.2

> CC(C)=CC(=O)N1CC[C@@H](N2CCN(c3ccccc3F)CC2)[C@H](O)C1
  A = 5	B = -5	C = 8	D = 0.4	E = -5	F = 3	G = -6	H = 0.3

> C[C@H](CO)N1C[C@H](C)[C@@H](CN(C)S(C)(=O)=O)Oc2ccc(NS(=O)(=O)c3cccs3)cc2CC1=O
  A = 3	B = -5	C = 10	D = -0.3	E = -4	F = 5	G = -22	H = 0.0

> COc1ccc(S(=O)(=O)N(C)C[C@H]2OCCCC[C@@H](C)Oc3ccc(NS(C)(=O)=O)cc3C(=O)N([C@@H](C)CO)C[C@H]2C)cc1
  A = 1	B = -6	C = -7	D = -1.2	E = 2	F = -12	G = -5	H = 0.0

> CC(C)C(=O)Nc1ccc2c(c1)C(=O)N(C)[C@H]1CC[C@H](CC(=O)NCc3ccccc3)O[C@@H]1CO2
  A = -11	B = 23	C = -1	D = 1.8	E = -3	F = -8	G = -29	H = 0.0

> COC(=O)C1=CN(c2cccc(OCc3ccccc3)c2)C(N)=C(C#N)C1c1ccc(-c2ccccc2)cc1 (stereo not drawn)
  A = 6	B = -8	C = -5	D = -0.2	E = 1	F = -30	G = x	H = 0.0

> CC(C(=O)NC1CCCC1)N1CCN(S(=O)(=O)c2ccc(C(C)(C)C)cc2)CC1 (stereo not drawn)
  A = 15	B = 5	C = 2	D = 13*	E = 7	F = -16	G = -8	H = 0.0

> Cc1ccc(C)c(N2N=C(C(=O)Nc3cccnc3)CCC2=O)c1
  A = -4	B = 7	C = u	D = -3.6	E = -2	F = -8	G = 0	H = 0.3

> O=C(C[n+]1ccccc1)N/N=C/c1ccccc1F
  A = 2	B = 5	C = x	D = -2.5	E = 8	F = 18	G = x	H = 0.0

> CC(=O)c1cccc(NC(=S)NC(=O)c2ccccc2Cl)c1
  A = -10	B = x	C = x	D = x	E = x	F = -8	G = -8	H = 0.0

> C[C@@H]1CN([C@H](C)CO)S(=O)(=O)c2ccc(C#Cc3cccc(F)c3)cc2O[C@@H]1CN(C)C(=O)NC1CCCCC1
  A = 83*	B = 12	C = -1	D = 10*	E = -14	F = -6	G = 1	H = -0.9

> COc1ccc(Cl)cc1NC(=O)CN(C)CC(=O)NCc1ccc(F)cc1
  A = 9	B = 6	C = 0	D = 2.1	E = 6	F = -40	G = -7	H = 0.0

> COc1ccc(NC(=O)Nc2ccc3c(c2)C(=O)N([C@H](C)CO)C[C@@H](C)[C@@H](CN(C)Cc2ccc(C(=O)Nc4ccccc4N)cc2)O3)cc1
  A = x	B = 43	C = -2	D = 3.0	E = -11	F = 7	G = 1	H = -0.4
